RPL19A TOR yeast = yeast TOR pathway RPL19A-GFP modulation; percent response vs DMSO, % at 10 µM; AID 2025; S. cerevisiae RPL19A-GFP strain, flow cytometry, 3 h; hits give low values; 330,000 compounds, 0.3% hits;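 active = percent response vs DMSO below 50%; inconclusive = fewer than 70 events counted for the yeast strain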;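 also: median channel GFP fluorescence of the barcoded RPL19A-GFP strain; ratio of sample median GFP to plate DMSO average so 100% = DMSO; lower means less RPL19A-GFP as with rapamycin TOR inhibition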
JMJD2C inh = human JMJD2C demethylase inhibition; inhibition, % at 2.35 µM; GST-JMJD2C(1-420) H3K9me3 demethylation, DELFIA europium; Q9H3R0; 330,000 compounds, 0.069% hits;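 active = more than half of a compound's replicate wells show inhibition beyond 50%, single wells judged on their own value; inconclusive = some, but no more than half, of replicates pass 50% inhibition; inactive = no replicate passes 50% inhibition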;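 also: signal counts dimethyl H3K9 product captured on neutravidin plate; 0% = median of DMSO wells and 100% = 0.3 times that DMSO median; strong numbers were not always called active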
Target sequence (Q9H3R0 1-420 limits assumed): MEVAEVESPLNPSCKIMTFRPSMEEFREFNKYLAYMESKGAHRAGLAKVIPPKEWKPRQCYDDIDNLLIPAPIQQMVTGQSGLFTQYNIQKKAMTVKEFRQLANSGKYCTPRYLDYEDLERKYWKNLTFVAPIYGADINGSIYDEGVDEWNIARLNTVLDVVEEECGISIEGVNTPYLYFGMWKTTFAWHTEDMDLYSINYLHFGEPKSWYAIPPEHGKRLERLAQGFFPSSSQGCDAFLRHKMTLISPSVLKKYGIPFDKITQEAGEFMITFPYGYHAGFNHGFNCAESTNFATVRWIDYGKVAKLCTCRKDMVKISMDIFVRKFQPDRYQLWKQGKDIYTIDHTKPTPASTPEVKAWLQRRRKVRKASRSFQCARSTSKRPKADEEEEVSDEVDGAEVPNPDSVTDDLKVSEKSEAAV
CIT2 TOR yeast = modulators of TOR pathway CIT2-GFP in S. cerevisiae; S. cerevisiae CIT2-GFP strain, flow cytometry, 3 h; 100 means same as DMSO wells; GFP response vs DMSO, % at 10 µM; 320,000 compounds, 0.065% hits;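 active = GFP response relative to DMSO above a set limit, near the screen mean plus 3 SD, cut at about 150% in these data; inconclusive = Fewer than 70 cells measured for a yeast strain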;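 also: ratio of well median GFP fluorescence to mean of DMSO wells on the plate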
MEP2-GFP yeast = alters MEP2-GFP fluorescence in TOR pathway yeast screen | 330,000 compounds, 0.51% hits | S. cerevisiae MEP2-GFP strain, flow cytometry GFP, 3 h; 100% = DMSO control level | AID 2016 | GFP response vs DMSO, % at 10 µM;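 active = GFP response versus DMSO above a set limit, roughly screen mean plus 3 SD, cut at about 180% in these data; inconclusive = fewer than 70 cells counted for a yeast strain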;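 also: median GFP fluorescence of the barcode-gated MEP2-GFP cells per well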
VLA-4 inh = inhibition in a human VLA-4 binding assay. 330,000 compounds, 0.2% hits. VLA-4 expressing cells, ligand binding flow cytometry. P13612. inhibition, % (about 7 µM as worked out from the volumes in the protocol); in the data active = inhibition above about 50%
AGP1-GFP MLPCN = modulators of TOR pathway AGP1-GFP in S. cerevisiae | S. cerevisiae AGP1-GFP multiplex flow cytometry, 3 h; GFP as percent of DMSO wells | GFP response vs DMSO, % at 10 µM | 320,000 compounds, 0.02% hits;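 active = GFP response relative to DMSO above a set limit, near screen average plus 3 SD, cut at about 150% in these data; inconclusive = fewer than 70 cells counted for the yeast strain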;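 also: median GFP channel fluorescence of the gated AGP1 strain per well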
GRK2 aptamer HTS = blocks RNA aptamer binding to human GRK2; inhibition of aptamer binding, % at 10 µM; bead flow cytometry, FAM-aptamer displacement from GRK2; 330,000 compounds, 0.59% hits; P25098;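 active = inhibition of aptamer binding above 40%, roughly 3 SD of noise, on plates passing a quality check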;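 also: median bead fluorescence of bound FAM aptamer so fluorescent compounds give negative values; no value below 0 was filed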
Target sequence (P25098 whole entry, looked up): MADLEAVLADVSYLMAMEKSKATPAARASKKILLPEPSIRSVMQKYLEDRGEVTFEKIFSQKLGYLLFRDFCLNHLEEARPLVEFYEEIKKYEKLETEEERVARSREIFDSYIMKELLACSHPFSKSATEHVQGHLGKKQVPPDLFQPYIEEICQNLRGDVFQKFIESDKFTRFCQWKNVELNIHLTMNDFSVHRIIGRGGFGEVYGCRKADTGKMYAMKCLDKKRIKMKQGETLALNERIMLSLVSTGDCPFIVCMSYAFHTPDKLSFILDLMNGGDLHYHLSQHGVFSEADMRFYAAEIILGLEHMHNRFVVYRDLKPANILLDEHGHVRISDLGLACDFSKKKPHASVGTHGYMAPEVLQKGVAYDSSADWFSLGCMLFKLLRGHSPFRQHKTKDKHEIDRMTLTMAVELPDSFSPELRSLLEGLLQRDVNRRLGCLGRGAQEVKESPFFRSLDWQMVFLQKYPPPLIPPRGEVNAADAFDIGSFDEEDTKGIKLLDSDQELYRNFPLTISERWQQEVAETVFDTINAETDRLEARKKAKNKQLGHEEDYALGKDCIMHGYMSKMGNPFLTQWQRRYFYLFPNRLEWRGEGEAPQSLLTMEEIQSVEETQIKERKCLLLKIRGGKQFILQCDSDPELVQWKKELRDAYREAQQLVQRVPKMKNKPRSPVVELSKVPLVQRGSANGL
LAP4 TOR yeast = alters LAP4-GFP fluorescence in TOR pathway yeast screen; S. cerevisiae LAP4-GFP multiplex, flow cytometry GFP, 3 h; median GFP as percent of DMSO wells; GFP response vs DMSO, % at 10 µM; 320,000 compounds, 0.34% hits; AID 2023;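 active = GFP response vs DMSO above a set limit, about the screen mean plus 3 SD, cut at about 150% in these data; inconclusive = under 70 cell events counted for the yeast strain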
Active calls of the source: *; ? = inconclusive; . = not tested or not shown; & = joins results of further samples; [ ] = remark or other dose. Random draw from the library. About 1.7% of those tested had a hit in this group.

SMILES | RPL19A TOR yeast | JMJD2C inh | CIT2 TOR yeast | MEP2-GFP yeast | VLA-4 inh | AGP1-GFP MLPCN | GRK2 aptamer HTS | LAP4 TOR yeast
CCNC(=S)NC1CC2CCCC(C1)N2CCc1ccccc1 (stereo unspecified) | 103 | -1 | 109 | 105 | 6 | 106 | 0 | 107
COc1ccccc1Cn1c(=S)[nH]c2ccc(F)cc2c1=O | 104 | -2 | 101 | 108 | 6 | 97 | 1 | 107
O=C1CCN(Cc2ccc([N+](=O)[O-])cc2)CCN1[C@H](CO)Cc1ccccc1 | 102 | -6 | 69 | 95 | 39 | 80 | 1 | 110
Cc1nnc(SCC(=O)Nc2ccccc2F)n(N)c1=O | 91 | -9 | 90 | 97 | 2 | 100 | 0 | 99
COC(=O)c1ccccc1N1C(=O)[C@@H]2C(c3ccc(Br)cc3)=NO[C@@H]2C1=O | 102 | -15&0 | 105 | 108 | -2 | 110 | 0 | 110
COc1cc(OC)cc(C(=O)N2CCC(C(=O)c3ccc(F)cc3)CC2)c1 | 100 | 1 | 102 | 101 | 3 | 95 | 1 | 86
COc1ccc(-n2c(SC(CN3CCCCC3)CN3CCCC3=O)nc3ccccc3c2=O)cc1 (stereo unspecified) | 103 | 0 | 106 | 100 | -6 | 103 | 3 | 113
COc1ccc(CCN2CNc3c(c(=O)n(C)c(=O)n3C)C2)cc1OC | 100 | ? | 96 | 105 | 12 | 101 | 0 | 100
O=c1cn[nH]c2ccccc12 | 103 | 3 | 99 | 109 | 5 | 108 | 0 | 114
N#Cc1c(/N=C/c2cccnc2)sc2c1CCCC2 | 97 | 7 | . | 102 | -6 | . | 0 | .
NC(=O)c1ccc(NCCc2ccccc2)c([N+](=O)[O-])c1 | 92 | 3 | 92 | 95 | 25 | 86 | 0 | 89
COc1cccc(Oc2c(C)oc3c(CN4CCCC4)c(O)ccc3c2=O)c1 | 105 | -14 | 100 | 105 | 4 | 112 | 0 | 104
Cc1cc2nnc(SCC(=O)NCC3CCCO3)n2c2ccccc12 (stereo unspecified) | 91 | 7 | 91 | 91 | 4 | 93 | 1 | 90
CCc1c(C)c2ccc(OCC(=O)OC)cc2oc1=O | 98 | 2 | 96 | 99 | -12 | 100 | 0 | 108
CCCC1(C)Nc2ccccc2-c2nc3ccccc3n21 (stereo unspecified) | 99 | -1 | 97 | 103 | 3 | 104 | 0 | 107

A draw from above in order of molar mass, lowest first.
SMILES | RPL19A TOR yeast | JMJD2C inh | CIT2 TOR yeast | MEP2-GFP yeast | VLA-4 inh | AGP1-GFP MLPCN | GRK2 aptamer HTS | LAP4 TOR yeast
CCc1c(C)c2ccc(OCC(=O)OC)cc2oc1=O | 98 | 2 | 96 | 99 | -12 | 100 | 0 | 108
CCCC1(C)Nc2ccccc2-c2nc3ccccc3n21 (stereo unspecified) | 99 | -1 | 97 | 103 | 3 | 104 | 0 | 107
Cc1nnc(SCC(=O)Nc2ccccc2F)n(N)c1=O | 91 | -9 | 90 | 97 | 2 | 100 | 0 | 99
Cc1cc2nnc(SCC(=O)NCC3CCCO3)n2c2ccccc12 (stereo unspecified) | 91 | 7 | 91 | 91 | 4 | 93 | 1 | 90

(more compounds)
SMILES | RPL19A TOR yeast | JMJD2C inh | CIT2 TOR yeast | MEP2-GFP yeast | VLA-4 inh | AGP1-GFP MLPCN | GRK2 aptamer HTS | LAP4 TOR yeast
COc1ccc(C(=O)N2CCN(c3cnn(-c4ccccc4)c(=O)c3Cl)CC2)cc1 | 96 | 12 | 89 | 106 | 1 | 86 | 0 | 98
CCc1ccc(N2CC(C(=O)N3CCCC3)CC2=O)cc1 (stereo unspecified) | 97 | 8 | 82 | 93 | 7 | 78 | 2 | 89
CC1CCN(C(=S)c2cccc(O)c2)CC1 | 97 | -5 | 99 | 89 | 5 | 99 | 4 | 110
COC(=O)Cc1cc(=O)n2[nH]cnc2n1 | 114 | -6 | 125 | 116 | 1 | 117 | 4 | 116
C=CCn1c(O)c(C=Nc2ccc(CN3CCCCC3)cc2)c(=O)[nH]c1=S | 101 | 0 | 101 | 96 | 10 | 106 | 1 | 97
CCn1c(SCC(=O)Nc2ccc(N3CCOCC3)c(Cl)c2)nnc1-c1ccc(N)cc1 | 98 | -5 | 87 | 92 | -13 | 107 | 1 | 85
CN1CCC(C(=O)N2CCCC(C(=O)c3ccc4c5c(cccc35)CC4)C2)CC1 (stereo unspecified) | 102 | -7 | 104 | 105 | 4 | 100 | 0 | 95
O=C(NCCN1C(=O)S/C(=C\c2ccc(Cl)cc2)C1=O)c1ccc(F)c(S(=O)(=O)N2CCOCC2)c1 | 105 | -11 | 107 | 118 | -138 | 109 | 3 | 106
CC(=O)c1ccc(NC(=O)CSc2n[nH]c(-c3cccnc3)n2)cc1 | 103 | -8 | 106 | 107 | 8 | 96 | 0 | 95
CCCCNC(=O)Nc1c(C)cc(SC#N)cc1C | 103 | 7 | 102 | 105 | -5 | 111 | 1 | 116
CC1(C)C2CCC1(C)C(Nc1ccccc1)C2 (stereo unspecified) | 99 | 2 | 102 | 106 | . | 103 | 2 | 107
COc1ccc(N(C(=O)c2snc(C(N)=O)c2N)C(C(=O)NC2CCCC2)c2cccs2)c(OC)c1 (stereo unspecified) | 100 | 3 | 104 | 110 | 9 | 103 | 1 | 102
COc1ccc(-n2nc(C(=O)O)c3ccccc3c2=O)cc1 | 102 | 10 | 102 | 107 | -3 | 112 | 1 | 103
COC(=O)C(NC(C)=O)(Nc1sc2c(c1C(N)=O)CCCC2)C(F)(F)F (stereo unspecified) | 97 | -10 | 94 | 97 | 14 | 92 | 0 | 95
COc1ccc(CCN2CC(C(=O)N3CCC(OC)CC3)CCC2=O)cc1 (stereo unspecified) | 99 | 14 | 96 | 91 | 0 | 96 | 3 | 100
O=C(Nc1ccc(-n2ccc(C(F)(F)F)n2)cc1)Nc1cccc(Cl)c1 | 99 | 1 | 95 | 104 | 4 | 110 | 1 | 128
CCNC(=O)CCn1nc(-c2ccc(Cl)cc2)c2ccccc2c1=O | 95 | -8 | 97 | 114 | -5 | 108 | 0 | 95
O=C(CC(c1ccccc1)c1ccccc1O)NCCc1ccccc1 (stereo unspecified) | 114 | -20 | 114 | 105 | -5 | 118 | 1 | 122
COc1ccc(CN2C(=O)Cc3c2nc(N)c2c(N)nc(N4CCOCC4)c(C#N)c32)cc1 | 109 | ? | 108 | 112 | 5 | 99 | 0 | 101
NNC(=O)c1csc(-c2ccc(C(F)(F)F)cc2Cl)n1 | 91 | -1 | 87 | 91 | 4 | 95 | 0 | 96
CCN1C(=O)[C@@H]2C(C(=O)c3cnccn3)=NN[C@@H]2C1=O | 102 | 0 | 102 | 104 | 5 | 98 | 4 | 99
CCOC(=O)c1[nH]c2ccc(Br)cc2c1NC(=O)CCN1CCOCC1 | 101 | -13 | 98 | 100 | -21 | 92 | 2 | 98
O=C(C1CCCO1)N1CCc2ccccc21 (stereo unspecified) | 101 | 2 | 97 | 101 | -2 | 105 | 2 | 107
N#CC1=C(S)N=C(N)C(c2nc(-c3ccccc3)cs2)C12CCCC2 (stereo unspecified) | 96 | 5 | 100 | 119 | 91* | . | 2 | 98
Cc1ccc(/C=C(\NC(=O)c2ccccc2)C(=O)NC2CCN(Cc3ccccc3)CC2)o1 | 95 | -18 | 93 | 95 | 2 | 105 | 0 | 99
Cc1sc2nc3c(SC(C)C(=O)O)cc(C(=O)c4ccccc4O)cn3c(=O)c2c1C (stereo unspecified) | 95 | 5 | 92 | 96 | 14 | 91 | 0 | 93
CN(c1ccccc1)S(=O)(=O)c1cccc(NC(=O)CSc2n[nH]c(N)n2)c1 | 99 | 9 | 100 | 101 | 9 | 102 | 3 | 107
CC(C)C(C(=O)NCc1ccco1)N(Cc1ccco1)C(=O)CNS(=O)(=O)c1ccc(F)cc1 (stereo unspecified) | 24*[may fluoresce violet] | -3 | ? | ? | -10 | ? | 2 | 64[may fluoresce violet]
Cc1ccc2c(c1)C1CN(C)CCC1N2C(=S)NC(=O)c1ccc(Br)cc1 (stereo unspecified) | 101 | -3 | 99 | 104 | -2 | 93 | 0 | 99
O=C(c1ccc(Br)cc1)N1CCC(C(=O)N2CCN(Cc3ccccc3)CC2)CC1 | 100 | -3 | 114 | 93 | -13 | 86 | 0 | 63
NC(=NCCc1ccccc1)NS(=O)(=O)c1cccs1 | 106 | -1 | 105 | 105 | 1 | 104 | 0 | 91
CC(=O)N1N=C(c2ccc3ccccc3c2)OC12CCCC2 | 100 | -10 | . | 100 | -4 | . | 0 | .
CCN(CC)S(=O)(=O)c1cc(NC(=O)Cc2n[nH]c(=O)c3ccccc23)ccc1C | 98 | 1 | 97 | 99 | 4 | 95 | 1 | 94
COc1cccc(C(=O)Nc2c(F)cccc2F)c1 | 96 | -6 | 111 | 103 | 0 | 100 | 0 | 135
COc1ccc(-c2csc(Cc3nc(O)cs3)n2)cc1 | 96 | 2 | 107 | 100 | -3 | 106 | 0 | 108
OCCC1CN(Cc2cccn2-c2cccnc2)CCN1Cc1ccccc1 (stereo unspecified) | 97 | -10 | 99 | 96 | 0 | 98 | 0 | 119
CC(=O)Nc1cccc(NC(=O)C2CC(=O)N(c3ccc(C)cc3)C2)c1 (stereo unspecified) | 100 | -6 | . | 95 | 13 | 96 | 2 | 89
O=C(c1cccc(S(=O)(=O)Nc2ccc(Br)cc2)c1)N1CCC1 | 93 | 5 | 99 | 92 | -12 | 101 | 0 | 102
O=C1C[C@@H]2c3c(cccc3CN1Cc1ccc(F)cc1)C[C@@H](O)[C@H]2O | 99 | 0 | 96 | 101 | 7 | 95 | 1 | 88
CCOC(=O)c1ccc(NC(=O)C2(c3ccccc3)CCCC2)cc1 | 97 | 6 | 96 | 99 | 0 | 95 | 7 | 94
Cc1cccc(OCCC(=O)Nc2nnc(C)s2)c1 | 99 | -11 | 98 | 97 | 5 | 108 | 1 | 105
COc1ccc(-n2cnnc2SC(C)C(=O)Nc2cccc([N+](=O)[O-])c2)cc1 (stereo unspecified) | 108 | -1 | 113 | 109 | -12 | 111 | 1 | 99
Cc1ccc(C(=O)C(C)OC(=O)CCS(=O)(=O)c2ccc(C)cc2)cc1 (stereo unspecified) | 95 | -1 | 92 | 94 | -6 | 99 | 0 | 101
O=C(NCCC1=CCCCC1)NC1CCCCC1 | 87 | 1 | 87 | 85 | 11 | 88 | 4 | 86
N#CCc1ccc(OC(=O)c2ccncc2)cc1 | 94 | -29 | 100 | 95 | 7 | 100 | 0 | 109
CCOc1ccc(C2=CC(=O)C[C@H](c3ccc(OC)cc3)C2)cc1 | 95 | . | 89 | 83 | 3 | 88 | 0 | 116
CCN1C(C)=C(C)S/C1=C1\SC(=S)N(NC(C)=O)C1=O | 99 | 46 | 100 | 95 | -5 | 102 | 0 | 101
O=C(CCN1CCN(c2ccc([N+](=O)[O-])cc2)CC1)c1ccc(Cl)cc1 | 105 | -12 | 108 | 107 | 1 | 95 | 0 | 93
O=C(COc1ccc(Cl)cc1Cl)N/N=C/c1cccnc1 | 95 | 52 | 107 | 95 | 14 | 91 | 0 | 91
CC(=O)Oc1cccc(C(=O)Nc2ccc(NC(=O)c3cccs3)cc2)c1 | 109 | -24 | 91 | 98 | 3 | 93 | 1 | 71
CC(=O)OCC(=O)Nc1ccc(Br)c(C)c1 | 105 | 0 | 100 | 96 | 7 | 96 | 1 | 97

Assay outcomes from PubChem.
